# From PubChem
# EBI2 block = EBI2 receptor antagonists, beta-arrestin recruitment, primary screen, cell-based, luminescence, 7a,25-OHC stimulation, uHTS. 360,000 tested, 0.81% active. AID 651636, 2012. G-protein coupled receptor 183 (Homo sapiens), P32249. inhibition, % at 5 µM. 7a,25-OHC stimulated; in the data active means inhibition above about 38%;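 further: enzyme fragment complementation signal reports receptor beta-arrestin coupling in cells; 0% = agonist plus DMSO wells and 100% = wells without agonist; some results beyond the cut were filed as inactive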
# Target sequence (P32249 whole entry, looked up, the tested form may be a part): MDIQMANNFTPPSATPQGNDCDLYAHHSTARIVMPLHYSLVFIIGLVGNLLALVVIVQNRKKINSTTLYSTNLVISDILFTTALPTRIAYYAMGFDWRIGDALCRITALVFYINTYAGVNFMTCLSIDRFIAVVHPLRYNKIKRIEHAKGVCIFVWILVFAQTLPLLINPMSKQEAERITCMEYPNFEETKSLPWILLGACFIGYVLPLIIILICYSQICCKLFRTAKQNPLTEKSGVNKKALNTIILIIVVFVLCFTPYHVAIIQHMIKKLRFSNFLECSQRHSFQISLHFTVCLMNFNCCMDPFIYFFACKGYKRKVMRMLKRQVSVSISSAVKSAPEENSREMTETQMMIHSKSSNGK
# CXCR6 inh = CXCR6 receptor inhibitors, primary screen, cell-based, beta-arrestin, luminescence, CHO-K1 PathHunter, 1536-well; inhibition, % at 20 µM; 360,000 tested, 0.36% active; in the data active means inhibition above about 34%, passing the limit was not always enough;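 further: antagonist mode with CXCL16 agonist at 10 nM final; 0% = 10 nM CXCL16 with DMSO and 100% = unstimulated wells without agonist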
# Target sequence (O00574 whole entry, looked up): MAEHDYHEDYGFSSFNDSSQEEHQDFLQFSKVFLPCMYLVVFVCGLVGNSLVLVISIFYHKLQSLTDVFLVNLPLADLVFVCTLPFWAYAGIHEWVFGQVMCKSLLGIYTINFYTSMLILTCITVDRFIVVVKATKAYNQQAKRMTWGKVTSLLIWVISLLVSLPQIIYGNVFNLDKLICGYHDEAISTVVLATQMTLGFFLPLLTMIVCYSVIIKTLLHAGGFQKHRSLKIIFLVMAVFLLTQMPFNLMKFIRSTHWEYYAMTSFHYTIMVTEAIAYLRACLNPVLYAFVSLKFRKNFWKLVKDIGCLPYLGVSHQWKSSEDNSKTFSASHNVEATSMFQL
# Starred values were filed as active, the others as inactive. A portion of the library; count on the stated rates, not on these rows.
SMILES,EBI2 block,CXCR6 inh
COc1cc(CNc2ncnc3c2ncn3[C@H]2CN(Cc3ccncc3)C[C@@H](CO)O2)cc(OC)c1OC,3,1
CC1=C(C(=O)N2CCOCC2)CC(CC(=O)NCCc2ccccn2)C(=O)N1Cc1ccc(F)cc1 (stereo not given),4,-2
COC(=O)c1ccc2nc(-c3cccc(Cl)c3)c(Cc3ccccc3OC)n2c1,12,-1
CC(OC(=O)CCNS(=O)(=O)c1ccc(Cl)cc1)C(=O)N(C)Cc1ccccc1 (stereo not given),-2,-14
CCOC(=O)[C@H]1Nc2ccc(Cl)cc2[C@@H]2[C@H]1C1CC(c3ccccc31)N2C(=O)OCc1ccccc1 (stereo not given in full),7,5
CCN(CC)C(=O)c1cccc(-c2csc(C(C)(O)c3ccc(F)c(F)c3)n2)c1 (stereo not given),14,-5
COc1cc(Br)cc(C(=O)N2CCc3ccccc32)c1OC,3,1
CCCCOCCCNC(=O)C[C@@H]1C[C@@]2(C(=O)OCC)CCC=C2N(CCC2=CCCCC2)C1=O,-9,4
CC1(C(=O)NS(=O)(=O)C2CC2)CCCN(C(=O)CSc2ccccc2)C1 (stereo not given),-6,-6
COc1cc(C(=O)NC(CCSC)C(=O)Nc2ccc(N3CCOCC3)cc2)cc(OC)c1OC (stereo not given),-4,9
COc1ccccc1N(C)c1cc2c(c3c1ccn3C)C1CCC2O1 (stereo not given),-14,-5
CCN(CC)c1cc2c(c3c1ccn3C)C1CCC2O1 (stereo not given),-13,-11
CCOC(=O)C1CCCN(C(=O)c2cccs2)CC1 (stereo not given),0,-4
CC(C)(C)Cc1c(-c2ccc(C#N)cc2)nc2ccc(Cl)cn12,-1,7
CC(C)C[C@@H](CN1CCC[C@H]1CN1C(=O)C(=O)NC[C@@H]1Cc1ccccc1)N1C[C@H](Cc2ccc(O)cc2)N(CC2CCCCC2)C(=O)C1=O,-11,-6
CCNC(=O)C1(C)CCN(C(=O)c2cccc(Cl)c2)C1 (stereo not given),-13,-4
COc1ccc(-c2csc(C(O)c3ccc(F)c(F)c3)n2)cn1 (stereo not given),-2,-5
Fc1cccc(Cc2c(-c3ccccc3)nc3c(Cl)cc(C(F)(F)F)cn23)c1,2,12
COc1cccc(/C=C/C(=O)N2CCN(S(=O)(=O)c3ccccc3)CC2)c1,90*,2
Cc1cc(Br)cn2c(CC(C)(C)C)c(C3CCCCC3)nc12,-12,-8

# 6 entries drawn at random from the list so far, as already listed:
SMILES,EBI2 block,CXCR6 inh
COC(=O)c1ccc2nc(-c3cccc(Cl)c3)c(Cc3ccccc3OC)n2c1,12,-1
CCOC(=O)[C@H]1Nc2ccc(Cl)cc2[C@@H]2[C@H]1C1CC(c3ccccc31)N2C(=O)OCc1ccccc1 (stereo not given in full),7,5
CC(C)(C)Cc1c(-c2ccc(C#N)cc2)nc2ccc(Cl)cn12,-1,7
CC1(C(=O)NS(=O)(=O)C2CC2)CCCN(C(=O)CSc2ccccc2)C1 (stereo not given),-6,-6
CCN(CC)C(=O)c1cccc(-c2csc(C(C)(O)c3ccc(F)c(F)c3)n2)c1 (stereo not given),14,-5
CC1=C(C(=O)N2CCOCC2)CC(CC(=O)NCCc2ccccn2)C(=O)N1Cc1ccc(F)cc1 (stereo not given),4,-2

# (further entries)
SMILES,EBI2 block,CXCR6 inh
O=S1(=O)N[C@@H](Cc2ccccc2)COc2cccc(N3CCC[C@H]3CO)c21,-6,8
CC1CC(C)CN(S(=O)(=O)c2ccc(C(=O)OCC(=O)Nc3ccccc3)cc2)C1 (stereo not given),12,9
COc1ccc(CC(=O)N(CCC2=CCCCC2)c2c(N)n(Cc3ccccc3)c(=O)[nH]c2=O)cc1,-4,1
COc1ccc(S(=O)(=O)Nc2ccc3c(c2)[C@H]2C[C@H](CC(=O)NCC4CC4)O[C@@H](CO)[C@H]2O3)cc1,4,0
Cc1cc2nc(C3CCCCC3)c(Cc3cccc(F)c3)n2c(C)c1Br,-10,-3
NC(=S)NN=Cc1nccc2c(C(F)(F)F)cccc12,12,36
CCOC(=O)C1=CCN(S(=O)(=O)c2ccc(Cl)cc2)C1c1cccc(C)c1 (stereo not given),19,4
Cc1ccc(S(=O)(=O)NNc2c3ccccc3nc3ccc(Cl)cc23)cc1,0,2
NC(c1ccccc1)c1csc(Nc2ccc(S(N)(=O)=O)cc2)n1 (stereo not given),-5,0
CCN1C(=O)[C@H]2[C@@H](c3ccc(OC)cc3)N[C@]3(CCCN(CCC(C)C)C3=O)[C@H]2C1=O,-1,-2
COc1ccc(CN2C[C@@H](CO)O[C@@H](n3cnc4c(N5CCN(c6ccccc6)CC5)ncnc43)C2)cc1,1,-4
COCCNc1ncnc2c1ncn2[C@H]1CN(Cc2ccc(OC)cc2)C[C@@H](CO)O1,-10,-3
COc1ccc(OC)c(N2C(=O)c3ccccc3C2c2nnnn2-c2ccc3c(c2)OCCO3)c1 (stereo not given),-13,-3
C[C@@H]1O[C@H](C2CCCC2)CC2=C1C(=O)OC(C)(C)O2,-6,-6
CCCCN(C=O)c1c(CC)nc2c(OCc3ccc(C(F)(F)F)cc3)cccn12,16,1
CCc1cc(-c2nnn(CCC3COCCO3)c2CC)cc(CC)c1-c1cn(Cc2ccccc2)nn1 (stereo not given),1,-7
CCc1nc2ccc(C(=O)NCCCN3CCCC3=O)cn2c1N(C)C(=O)c1cccc(OC)c1,2,10
CC1(C(=O)NS(=O)(=O)c2ccc(Cl)cc2)CCN1C(=O)CCc1ccccc1 (stereo not given),-2,2
CC(=O)N1CCN(S(=O)(=O)c2cccc(C(=O)OCc3ccc(F)cc3)c2)CC1,-13,-4
CNc1cncc(-c2ccc(CN3CCOCC3)cc2)n1,-4,-3
CC(=O)c1cccc(-c2ccnc3c2CC(C(=O)Nc2ccc(Cl)c(C(F)(F)F)c2)O3)c1 (stereo not given),1,0
CCn1cc(/C=C(\NC(=O)c2ccccc2F)C(=O)N2CCN(C)CC2)c2ccccc21,7,-1
Cc1ccc(S(=O)(=O)N2C[C@H]3C(=O)C[C@@H](c4ccccc4)N(S(=O)(=O)c4ccc(C)cc4)[C@H]3C[C@H]2c2ccccc2Cl)cc1,-8,4
CCc1nc2ccc(C(=O)N3CCN(C(C)=O)CC3)cn2c1N(CC)C(C)=O,-7,-10
O=C1CSC(=S)N1N=Cc1cccc(OCc2ccccc2)c1,-17,1
Cn1ccc2c(/C=C/c3ccc(F)cc3)cc3c(c21)C1CCC3C1 (stereo not given),-8,-3
CCN(CC)C(=O)C1=C(C)N(CCCN2CCCC2=O)C(=O)C(CC(=O)NC2CCCCC2)C1 (stereo not given),-4,-1
COc1cc2nn(-c3ccccc3N)nc2cc1OC,-12,-5
CCOC(=O)[C@]12CCCC=C1N(Cc1ccc(Cl)cc1Cl)C(=O)[C@H](CC(=O)N1CCC(c3ccccc3)CC1)C2,15,12
C[C@H](CO)N1C[C@H](C)[C@H](CN(C)C(=O)N[C@H](C)c2ccccc2)OCc2ccccc2-c2c(n(C)c3ccccc23)C1=O,3,4
CC(=O)NC(C)(c1ccccc1)c1nc(-c2cncnc2)cs1 (stereo not given),5,-12
Cc1noc(C)c1C(=O)N1CCC1(C)C(=O)NS(=O)(=O)c1ccc(Cl)cc1 (stereo not given),3,-7
COc1ccccc1Cc1c(-c2ccc(C#N)cc2)nc2ccc(Br)cn12,22,8
COC1CC(NC(C)=O)C(OC(=O)c2ccccc2)C(CBr)O1 (stereo not given),-4,0
Cc1ccc(Cl)cc1-c1cc(C(=O)NCc2ccccc2)[nH]n1,11,3
CCc1nc2ccc(C(=O)NCCc3ccccn3)cn2c1N(CC)Cc1cccc(Br)c1,12,-2
NC(CCc1ccccc1)c1csc(NC(=O)NCCc2ccccc2)n1 (stereo not given),9,5
O=C(OCc1cn([C@H]2C[C@H](c3ccc(Cl)cc3)N(CC3CCCCC3)C[C@@H]2O)nn1)c1ccccc1,-3,2
CCOC(=O)C1=C[C@@H](CC)N(S(=O)(=O)c2ccc(C)cc2)[C@H]1c1cccs1,15,3
CC1=C(C(=O)N(C(C)C)C(C)C)CC(CC(=O)NCCCN(C)C)C(=O)N1Cc1ccc(F)cc1 (stereo not given),-4,-10
O=C1c2ccccc2C(c2nnnn2Cc2ccccc2)N1CCc1ccc(O)cc1 (stereo not given),0,-11
Cc1ccc([C@H]2C[C@H](n3cc(C4CC4)nn3)[C@@H](O)CN2C(=O)C2CCCCC2)cc1,-5,4
O=C(NC1CC1)c1ccc(-c2cnc3cccnn23)cc1,-8,-1
Cc1ccc(OCCNC(=O)[C@H]2O[C@@H](n3ccc(N)nc3=O)[C@H](O)[C@@H]2O)cc1C,-13,-7
COc1cccc(C=C(C(C)=O)C(=O)c2ccccc2)c1,1,11
O=C(CO)c1c[nH]c2ccccc12,-11,-3
CC(C)n1ncc2c(C(=O)Nc3ccccc3SCC(N)=O)cc(C3CC3)nc21,13,1
Cc1cc(C)n2c(Nc3c(C)cccc3C)c(CCc3ccccc3)nc2n1,-14,2
CC(=O)NC(c1cccc(F)c1)c1nc(-c2ccccc2)cs1 (stereo not given),5,-4
O=C(NCCO)c1cccc(-c2cnc3cccnn23)c1,-9,-1
Cc1c(C(=O)NCc2ccc(F)cc2)sc(=O)n1Cc1ccc(Cl)c(Cl)c1,21,2
CCCNC(=O)c1cc(C2CCCN(C(=O)c3cc(C(C)(C)C)nn3C)C2)on1 (stereo not given),-10,1
COc1cccc(CN(C)C(=O)CC[C@H]2O[C@@H](n3cnc4c(NC(=O)c5ccccc5)ncnc43)[C@H](O)[C@@H]2O)c1,-13,-3
Cn1ccc2c(-c3ccc(F)cc3F)cc3c(c21)C1CCC3C1 (stereo not given),7,-11
CC(C)(C)OC(=O)N1C(=O)[C@](OC(=O)c2ccccc2)(c2ccccc2)c2cccc(F)c21,21,5
COC(=O)C[C@H]1C[C@@H]2c3cc(NC(=O)Nc4ccc(F)cc4)ccc3O[C@@H]2[C@@H](CO)O1,1,-3
O[C@@H]1CN(CC2CCCCC2)[C@@H](c2ccccc2)C[C@H]1n1cc(-c2ccc(F)cc2)nn1,17,2
Cc1cc(C)c2cc(N)c(Cl)nc2n1,-6,2
CCCCCC(=O)N1C[C@@H](O)[C@H](n2cc(COC(=O)c3ccccc3)nn2)C[C@@H]1c1ccccc1,4,4
CC(C)Oc1cc(F)ccc1-c1cc(C(=O)NCc2ccccc2)[nH]n1,-1,3

# Part of the list above in order of formula weight, low to high.
SMILES,EBI2 block,CXCR6 inh
O=C(CO)c1c[nH]c2ccccc12,-11,-3
O=C(NCCO)c1cccc(-c2cnc3cccnn23)c1,-9,-1
CC(=O)NC(c1cccc(F)c1)c1nc(-c2ccccc2)cs1 (stereo not given),5,-4
Cc1ccc(OCCNC(=O)[C@H]2O[C@@H](n3ccc(N)nc3=O)[C@H](O)[C@@H]2O)cc1C,-13,-7
CC(C)n1ncc2c(C(=O)Nc3ccccc3SCC(N)=O)cc(C3CC3)nc21,13,1
O[C@@H]1CN(CC2CCCCC2)[C@@H](c2ccccc2)C[C@H]1n1cc(-c2ccc(F)cc2)nn1,17,2
CCCCCC(=O)N1C[C@@H](O)[C@H](n2cc(COC(=O)c3ccccc3)nn2)C[C@@H]1c1ccccc1,4,4

# More results
SMILES,EBI2 block,CXCR6 inh
CNC[C@H]1Oc2cc(Br)ccc2S(=O)(=O)N([C@@H](C)CO)C[C@@H]1C,-3,-1
Cc1cccc(C)c1-n1nnnc1C1(C)CCC(=O)N1CCCn1ccnc1 (stereo not given),6,-6
CC1(C(=O)NS(=O)(=O)c2ccc(Cl)cc2)CCN1C(=O)C1(c2ccccc2)CCCC1 (stereo not given),4,2
C[C@H](NC(=O)c1ncn2c1C(=O)NC[C@H]2C)c1ccccc1,6,3
CNc1ncnc2c1ncn2[C@H]1CN(Cc2ccco2)C[C@@H](CO)O1,-21,-4
COCCCn1cc(CN2CC(N3CCN(CCO)CC3)CS2(=O)=O)nn1 (stereo not given),-7,-2
O=C(CSc1nnc(-c2cccc(Br)c2)o1)NCC1CCCO1 (stereo not given),-2,2
COc1ccccc1/C=N/Nc1nc(C)cc(=O)[nH]1,-9,3
CCn1nc(C(=O)Nc2ccc3c(c2)OCCO3)c2ccccc2c1=O,5,-5
Cc1cc(C)cc(C(O)c2ncc(-c3cccc(C(F)(F)F)c3)[nH]2)c1 (stereo not given),16,-9
CN(C)c1cccc(NC(=O)C2Cc3c(-c4ccc(Cl)cc4)ccnc3O2)c1 (stereo not given),1,0
Cc1ccc(S(=O)(=O)NC(=O)C2(C)CCN2C(=O)c2ccccc2)nc1 (stereo not given),-1,-1
CCCCNC(=O)C1(C)CCCCN1C(=O)c1c(C)noc1C (stereo not given),4,-1
COc1ccc(N2CCCC2=O)cc1S(=O)(=O)N1CCOCC1,0,-4
C[C@@H]1CCCCO[C@@H](CN(C)C(=O)CCCN(C)C)[C@@H](C)CN([C@H](C)CO)C(=O)c2cc(NC(=O)CCC(F)(F)F)ccc2O1,-1,2
CCCCCCCCN1C(=O)[C@H](CC(=O)NCc2ccc(C)o2)C[C@@]2(C(=O)OC)CCCCC=C12,1,6
O=c1cc(CN2CCN(c3ccccc3F)CC2)c2c(ccc3ccccc32)o1,25,5
C/C=C/c1cccc(-c2nc(C(=O)N3CCOCC3)cc3c2[C@@H](CCO)N(C(=O)NC(C)C)C3)c1,3,-2
COc1ccc(C(=O)Nc2ccc3c(c2)OCO3)cc1S(=O)(=O)N1CCOCC1,6,4
COCCCN1C(=O)C(CC(=O)NCCc2ccccn2)CC(C(=O)N(C(C)C)C(C)C)=C1C (stereo not given),-8,-4
CCCCC1(CC(=O)OCC)SCCN1C(N)=O (stereo not given),-10,-1
C[C@@H]1CN([C@@H](C)CO)C(=O)CCCn2nncc2CO[C@H]1CN(C)Cc1ccc(C(F)(F)F)cc1,3,-6
C#CCNC(=O)C[C@@H]1C[C@@]2(C(=O)OC)CCCCC=C2N(CCCCCCCC)C1=O,-4,-2
Cc1cccc(NC(=O)c2nc[nH]c2C(=O)N[C@H](C)CO)c1,-8,-8
